TDP1 block = blocks human tyrosyl-DNA phosphodiesterase 1; Q9NUW8; recombinant TDP1, AlphaScreen DNA substrate cleavage; Potency, µM (titrated, usually from 130 µM), inactives show at the highest dose activity change, negative = inhibition, most hits filed as inhibitors; actives 0.28% (n = 350,000); AID 485290; also: nearly all actives have a fitted effect of over 40% in size
Target sequence (Q9NUW8 whole entry, looked up): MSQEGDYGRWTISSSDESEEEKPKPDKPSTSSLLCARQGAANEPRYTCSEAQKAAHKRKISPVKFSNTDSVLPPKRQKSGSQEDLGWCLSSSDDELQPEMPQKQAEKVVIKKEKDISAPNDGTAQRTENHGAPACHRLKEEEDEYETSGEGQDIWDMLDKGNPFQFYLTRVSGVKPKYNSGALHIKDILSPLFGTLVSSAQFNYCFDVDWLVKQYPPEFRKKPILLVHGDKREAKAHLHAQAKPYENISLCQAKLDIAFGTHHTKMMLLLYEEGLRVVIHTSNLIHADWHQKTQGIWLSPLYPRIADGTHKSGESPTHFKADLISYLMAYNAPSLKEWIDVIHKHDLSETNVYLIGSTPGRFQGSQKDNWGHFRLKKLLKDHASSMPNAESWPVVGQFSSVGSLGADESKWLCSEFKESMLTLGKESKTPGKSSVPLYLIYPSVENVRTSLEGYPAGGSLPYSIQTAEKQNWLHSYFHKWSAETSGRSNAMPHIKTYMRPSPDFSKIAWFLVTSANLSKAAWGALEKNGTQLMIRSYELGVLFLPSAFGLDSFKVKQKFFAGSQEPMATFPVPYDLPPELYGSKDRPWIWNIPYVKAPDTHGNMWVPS
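Signal: AlphaScreen proximity between streptavidin donor and anti-FITC acceptor beads on intact substrate. Reaction: Tdp1 1 nM, substrate 15 nM final, 5 min RT after 15 min compound preincubation.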
N370S GC = inhibitors or activators of N370S glucocerebrosidase for Gaucher disease. Potency, µM (top dose mostly 59.4 µM), for inactives: at the top dose activity change, negative = inhibition, actives largely listed as inhibitors. AID 2101. actives 0.092% (n = 330,000). N370S GC spleen homogenate, 4MU-glucoside fluorescence;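 also: 0% = full enzyme activity and -100% = no enzyme basal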
FEN1 inhibitor = blocks human flap endonuclease 1; AID 588795; P39748; Potency, µM (series often up to 114 µM), for inactives: at the highest dose activity change, negative = inhibition, most hits filed as inhibitors; Recombinant FEN1 flap cleavage, fluorescence, 15 min; actives 0.35% (n = 390,000); also: nearly all actives have a fitted effect of over 65% in size
Target sequence (P39748 whole entry, looked up): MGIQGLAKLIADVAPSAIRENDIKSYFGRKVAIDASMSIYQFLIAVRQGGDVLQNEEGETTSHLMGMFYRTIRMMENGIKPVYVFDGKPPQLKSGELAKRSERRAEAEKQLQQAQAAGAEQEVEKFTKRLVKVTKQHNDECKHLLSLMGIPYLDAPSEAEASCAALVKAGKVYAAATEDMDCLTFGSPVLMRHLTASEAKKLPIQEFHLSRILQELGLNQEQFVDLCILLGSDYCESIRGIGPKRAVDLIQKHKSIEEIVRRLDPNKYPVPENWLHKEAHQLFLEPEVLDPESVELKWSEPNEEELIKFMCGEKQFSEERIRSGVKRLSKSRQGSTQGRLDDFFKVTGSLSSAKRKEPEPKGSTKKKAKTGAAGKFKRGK
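With each library titrated from low to high concentration, compounds met 10 nM FEN1 for 15 min at room temperature before 50 nM substrate was added; readings at 0 and 15 min fed four-parameter Hill curve fits.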
The depositor's hits bear a star; ? = inconclusive; nt = not tested or not shown; [ ] = another dose, or the depositor's remark. Calls follow the shape of the dose curve; as a rule, active = well fitted curve in the direction sought with a large enough effect; inconclusive = small, poorly fitted or top-dose-only effect, or another doubt; inactive = no such curve, though single readings can be large; an effect the other way counts as inactive or inconclusive. Unless noted, % is scaled to controls: 0 for no effect and ±100 for the full control effect; potency is read from the fitted curve at half-maximal effect.

mol	FEN1 inhibitor	N370S GC	TDP1 block
CCOC(=O)c1c2c(c(=S)n(-c3ccccc3)c1N)CCC2	-18.7%	9.7%	3.9%
CS/C(=C\[N+](=O)[O-])Nc1ccccc1	2.0%	6.3%	6.1%
CCn1c2ccccc2c2cc(NC(=O)N3CCOCC3)ccc21	-7.5%	1.0%	2.3%
O=C(Nc1ccc(-c2noc(COc3ccccc3Cl)n2)cc1)c1ccco1	1.3%	12.5%	3.7%
CN(CC(=O)Nc1ccc(Cl)c(C(F)(F)F)c1)Cc1cc(=O)n2ccsc2n1	6.8%	-0.3%	4.9%
Cc1ccc(/C=N/NC(=O)CNC(=O)Cc2ccccc2)o1	8.8%	-0.7%	-2.6%
O=c1c2cn(Cc3ccc(F)cc3)c3ccccc3c-2nn1Cc1ccc(F)cc1	3.4%	-2.8%	nt
CC(C)Cn1c(SC(C)C(=O)Nc2ccc3c(c2)OCCO3)nc2ccccc2c1=O (stereo not drawn)	-6.1%	?	0.0%
Cc1c(C(=O)NCC(C)(C)N2CCOCC2)oc2ccccc12	-0.2%	nt	0.1%
COc1ccc(-c2cc(C(=O)NC(Cc3cc4ccccc4[nH]3)C(=O)O)c(C)o2)cc1OC (stereo not drawn)	-11.8%	-5.0%	0.0%
Cn1cnc(C(F)(F)F)c1-c1ccc([N+](=O)[O-])cc1	-4.6%	1.9%	5.5%
Oc1[nH]c2ccccc2c1N=Nc1c(F)c(F)c(C(F)(F)F)c(F)c1F	12.8%	-1.2%	nt
CCC(=O)Nc1ccc2ccccc2c1	7.4%	-2.5%	-1.8%
Cc1ccc(NC(=O)COC(=O)c2ccc3c(c2)OCO3)c(C)c1	14.6%	0.8%	3.8%
Nn1cnnc1SCC(=O)Nc1ccc2c(c1)OCO2	0.6%	3.9%	5.1%
CCCCC(=O)N/C(N)=N/c1nc2ccccc2o1	0.8%	1.1%	2.4%
C/C(=N\N=c1/sc2ccccc2n1C)c1ccc(N2CCOCC2)cc1	0.3%	2.3%	6.1%
O=C(NCc1cccs1)c1cc(S(=O)(=O)N2CCOCC2)ccc1N1CCCC1	-8.3%	nt	-0.3%[56.1 µM]
O=C(NCc1ccc2c(c1)OCO2)C1CC(=O)N(CCc2ccccc2)C1 (stereo not drawn)	-14.4%	-2.7%	1.2%
Cn1c(=O)cc(SCC(=O)NCC2CCCO2)c2ccccc21 (stereo not drawn)	1.0%	-5.2%	3.1%
COc1ccc(C2CC(c3cccs3)=NN2C(=O)CSc2nc(=O)n3ccccc3n2)cc1 (stereo not drawn)	-1.4%	-7.5%	nt
CCOc1ccc(NC(=O)CCN2CCN(c3ccccc3)CC2)cc1	-2.3%	-12.8%	6.9%
COCCCNC(=O)c1c(-c2ccccc2)noc1C	-6.9%	29.7%	3.8%
CCN1CCN(C(=O)C(=O)c2c(C)[nH]c3ccccc23)CC1	2.7%	6.7%	3.8%
N#Cc1ccc(-c2nc3ccc(Br)cc3c(=O)n2O)cc1	-8.6%	-17.6%	nt
CCOc1ccc(/C=N/NC(=O)c2cc(-c3ccco3)nc3ccccc23)cc1	12.9%	16.2%	3.4%
Cc1ccc(C2(c3noc(CN(C)CC4CCCCO4)n3)CCCC2)cc1 (stereo not drawn)	-14.1%	-13.6%	-4.8%
CCCCCN1C(C(=O)c2ccccc2)=C(NC(=O)c2ccc(OC)c(OC)c2)c2ccccc2S1(=O)=O	-21.1%	nt	5.3%
Cc1ccc(C(=O)n2nc(C)c(S(=O)(=O)N3CCOCC3)c2C)cc1	-18.3%	nt	4.1%
O=C(OCCOc1ccccc1)c1cccc(S(=O)(=O)N2CCOCC2)c1	0.9%	nt	-6.8%
COC(=O)c1cc2sccc2n1CC(=O)Nc1cc(OC)cc(OC)c1	-5.4%	-10.2%	-2.0%
O=C(NC1CC1)C1CCCN(C(=O)Nc2ccc(F)cc2)C1 (stereo not drawn)	0.9%	19.4%	-5.4%
CCOC(=O)c1cc(-c2ccccc2)sc1NC(=O)C(C)Sc1nnc(C)s1 (stereo not drawn)	-0.8%	5.9%	1.1%
O=C(COC(=O)/C=C/c1ccc([N+](=O)[O-])cc1)NC(=O)NC1CCCCC1	-6.6%	nt	-0.2%
O=C(Oc1cccc(OC(=O)N2CCCCC2)c1)N1CCCCC1	4.4%	9.7%	5.6%
CC(C)(C)C(=O)N=C1SC2CS(=O)(=O)CC2N1c1ccc2c(c1)OCO2 (stereo not drawn)	-13.5%	-3.4%	4.5%
N/C(=N\OC(=O)c1cnn(-c2ccccc2)c1C(F)(F)F)c1cc(C(F)(F)F)cc(C(F)(F)F)c1	-5.4%	8.9%	nt
CN1CCC(N(C)CC(C)(C)NS(=O)(=O)c2ccccc2)CC1	-3.8%	2.2%	nt
CCc1ccc(NC(=O)CSc2nnc(-c3n[nH]c4ccccc34)n2-c2ccccc2)cc1	-0.9%	4.3%	0.6%
Nc1nc2n(n1)C(c1ccco1)CC(c1ccc(Cl)c(Cl)c1)N2 (stereo not drawn)	0.0%	2.5%	8.4%
Cc1nnc(N/N=C/c2ccco2)n1N	-2.9%	-2.0%	2.3%
CCN1CCCC1CNC(=O)c1cc([N+](=O)[O-])c(N(C)C)cc1OC (stereo not drawn)	-9.5%	-1.7%	nt
COc1ccc(OC)c(N(CC(=O)N2CCCCC2)S(=O)(=O)c2ccc(OC)c(OC)c2)c1	-16.7%	3.1%	0.0%
CC(C)CN(C(=O)COC(=O)c1ccc2c(c1)OCO2)c1c(N)n(Cc2ccccc2)c(=O)[nH]c1=O	-0.5%	5.8%	1.3%
CCCn1c(SCC(=O)Nc2sc(C)c(C)c2C(=O)OC)nc2c1c(=O)n(C)c(=O)n2C	nt	0.5%	4.8%
CC1CC(C)CN(S(=O)(=O)N2CCC(C(=O)NCc3ccco3)CC2)C1 (stereo not drawn)	-4.9%	-4.1%	0.0%
O=C(COC(=O)/C=C/c1ccc(Cl)cc1)NCCc1ccccc1	8.7%	12.4%	-1.1%
COc1cccc(CNC(=O)Cc2c(C)c3ccc(OC)c(C)c3oc2=O)c1	0.9%	nt	-1.2%
Cc1ccccc1-n1c(SCC(=O)N2CCOCC2)nc(O)cc1=O	-6.1%	3.3%	-5.4%
CCOc1ccc(NC(=O)C2CCCN2S(=O)(=O)c2ccc3c(c2)C(C)(C)C(=O)N3C)cc1 (stereo not drawn)	-6.0%	-5.6%	nt

Part of the list above, limited to TDP1 block:
| Compound | TDP1 block |
| --- | --- |
| O=C(COC(=O)/C=C/c1ccc(Cl)cc1)NCCc1ccccc1 | -1.1% |
| Cc1nnc(N/N=C/c2ccco2)n1N | 2.3% |
| CCOc1ccc(/C=N/NC(=O)c2cc(-c3ccco3)nc3ccccc23)cc1 | 3.4% |

Next section.
mol	FEN1 inhibitor	N370S GC	TDP1 block
NS(=O)(=O)c1ccc(CCN2C(=O)CCC2=O)cc1	-1.7%	-1.0%	nt
CC(C)(C)C(=O)Nc1ccc(/C=C/C(=O)c2ccco2)cc1	-4.6%	-10.0%	nt
CC(C)N(Cc1ccccc1)C(=O)c1nc(-c2ccc(Cl)cc2)n2c1CCCCC2	-1.2%	nt	11.2%
COc1ccc(NC(=S)N(CCN(C)C)C(C)c2ccco2)cc1Cl (stereo not drawn)	-3.1%	-3.2%	4.7%
CC1(C)C([N+](=O)[O-])C(c2ccc(Cl)cc2)NC(c2ccc(Cl)cc2)C1[N+](=O)[O-] (stereo not drawn)	2.1%	2.3%	2.6%
Cc1cccc(-c2noc(CCCC(=O)NC3CCCCC3)n2)c1	0.9%	2.4%	14.3%
CC1(c2ccc3ccccc3c2)NC(=O)NC1=O (stereo not drawn)	22.3%	-6.2%	nt
O=C(Nc1sc2c(c1C(=O)NCC1CCCO1)CCCC2)c1cccs1 (stereo not drawn)	-3.9%	?	-9.4%
COC(=O)c1cc2sc(Cl)cc2n1CC(=O)NCC1CCCO1 (stereo not drawn)	4.7%	-14.7%	2.3%
Cc1cc(NC(=O)CSc2nc3c(cc2C#N)CCCCC3)no1	-1.8%	1.2%	6.2%
CCOc1ccccc1N1CC(c2nc3ccccc3n2CCCOc2ccc(OC)cc2)CC1=O (stereo not drawn)	-7.8%	nt	7.6%
Cc1c(C(=O)NC(=S)Nc2ccc3c4c(cccc24)CC3)cccc1[N+](=O)[O-]	7.5%	4.9%	2.9%
CCOC(=O)C1=C(C)C(c2ccc(OC)cc2)NC(=O)N1 (stereo not drawn)	-5.8%	-14.7%	0.0%
Cc1coc2c(C)c3oc(=O)c(CCC(=O)N[C@@H](C)C(=O)N[C@@H](Cc4ccccc4)C(=O)O)c(C)c3cc12	-1.8%	-2.3%	nt
COc1ccc(-c2csc3ncnc(N4CCN(c5ccccc5[N+](=O)[O-])CC4)c23)cc1	-10.6%	3.9%	6.7%[56.1 µM]
CCn1c(SCC(=O)OC(C)C)nnc1-c1ccccc1	3.7%	4.4%	-9.4%
O=C(CN1CCOCC1)N1CCN(S(=O)(=O)c2ccccc2)C1c1ccccc1 (stereo not drawn)	-7.4%	-4.1%	3.2%
COc1cc2c(cc1OC)C(C(=O)NCc1cccnc1)C(c1cccnc1)N(C)C2=O (stereo not drawn)	7.9%	7.5%	2.1%
CCC(C)NC(=O)c1c(C)cc(=O)oc1C (stereo not drawn)	5.3%	6.5%	-3.8%
NC(=O)[C@@H]1CCCN1Cc1nc(Cc2cccc(C(F)(F)F)c2)no1	4.4%	-21.9%	5.4%
CCCCNC(=S)N(CCO)Cc1cc2cc3c(cc2[nH]c1=O)OCCO3	16.9%	1.3%	nt
Cc1cccc(N(C)C(=O)c2cc3cc4ccc(C)cc4nc3o2)c1	0.0%	4.6%	5.3%
O=c1oc2ccccc2c2[nH]ccc12	6.0%	?	5.5%
COc1ccc(CCN=C(NS(=O)(=O)c2ccccc2)c2ccccc2)cc1OC	-10.8%	-2.5%	0.0%
CCN(CC)S(=O)(=O)c1ccc(Cl)c(C(=O)Nc2cc(C)nn2-c2ccccc2)c1	-3.9%	12.8%	3.5%
COc1cnc(-c2ccccn2)nc1Sc1ccc(C)cc1	0.3%	-2.7%	8.1%
COc1ccc2c(c1)oc(=O)c1c3ccccc3[nH]c21	-13.3%	11.9%	10.8%
COc1ccc(-c2cc(C(=O)N3CCCCCC3)no2)cc1	1.8%	0.0%	-9.1%
c1ccc([C@H]2CC3C[C@@H](c4ccccc4)N2O3)cc1	-7.5%	21.4%	-2.0%
CCOc1ccc(C(=O)Nc2cccc(OCc3cc(=O)n4ccccc4n3)c2)cc1	15.8%	nt	5.4%
O=C(COc1ccccc1[N+](=O)[O-])NCCC1=CCCCC1	1.3%	?	3.8%
CCN(CC(=O)Nc1cc(Cl)ccc1C)C(=O)C1CCCCC1	-8.3%	8.2%	3.7%
COc1ccc(Cl)cc1NC(=O)N1CCN(S(C)(=O)=O)CC1	-6.0%	4.0%	4.1%
O=C(NCc1cccs1)C1CCCN(S(=O)(=O)c2cnc[nH]2)C1 (stereo not drawn)	1.0%	-2.1%	2.0%
COc1ccccc1C1CCN(Cc2ccc3ccccc3c2)CC1	-3.2%	-8.2%	nt
CC(C)NC(=O)N(C)C[C@@H]1Oc2ccc(NC(=O)Nc3ccc(C(F)(F)F)cc3)cc2CC(=O)N([C@H](C)CO)C[C@@H]1C	9.4%	nt	0.6%
O=C(Cn1ccc(NC(=O)OCc2ccccc2)nc1=O)NCc1ccccn1	-4.1%	nt	6.2%
Cc1ccc(-c2nnc(SC(C)C(=O)NCC3CCCO3)nc2-c2ccc(C)cc2)cc1 (stereo not drawn)	-10.2%	-2.5%	nt
COC(=O)c1sccc1NC(=O)Nc1cccc(Cl)c1Cl	2.2%	-21.5%	11.5%
CCOc1cc(-c2noc(CCC(=O)Nc3cccnc3)n2)ccc1OC	3.3%	-7.1%	9.6%

In a second layout: four of the compounds above.
COc1ccc(-c2cc(C(=O)N3CCCCCC3)no2)cc1
- FEN1 inhibitor: 1.8%
- N370S GC: 0.0%
- TDP1 block: -9.1%
c1ccc([C@H]2CC3C[C@@H](c4ccccc4)N2O3)cc1
- FEN1 inhibitor: -7.5%
- N370S GC: 21.4%
- TDP1 block: -2.0%
CCOc1ccc(C(=O)Nc2cccc(OCc3cc(=O)n4ccccc4n3)c2)cc1
- FEN1 inhibitor: 15.8%
- N370S GC: nt
- TDP1 block: 5.4%
O=C(COc1ccccc1[N+](=O)[O-])NCCC1=CCCCC1
- FEN1 inhibitor: 1.3%
- N370S GC: ?
- TDP1 block: 3.8%

Not a hit list, and some 0.53% of all compounds hit somewhere here.
